# BRCA1 expr up: activators of BRCA1 expression; MCF7-BRCA1-FFLuc reporter, luminescence, 48 h; response scale: scaled: vehicle 0%, 10 µM genistein 100%; Potency, µM (series often up to 46.1 µM), inactives show at the top dose activation, usual class: activators; 1.1% of 380,000 active; also: potency is read from the fitted curve at half-maximal effect; nearly all actives have a fitted effect of over 80% in size; some results filed as inactive show a strong effect at the top dose
#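 48 h compound treatment of MCF7-BRCA1-FFLuc cells (phenol-red free MEM, 37 °C), then 15 min with luciferase substrate and luminescence imaging.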
# Menin-MLL TR inh: inhibitors of human menin-MLL interaction, mutant MLL peptide; Menin + Texas Red MLL mutant peptide, fluorescence polarization; O00255; Potency, µM (doses to about 61.6 µM), without a hit: at the top dose FP activity change, negative = inhibition, usual class: inhibitors; 0.23% of 270,000 active; active = well fitted inhibition curve with a large enough effect in the polarisation, with a control signal flat, not every such curve was filed as active; inconclusive = small, poorly fitted or top-dose-only effect, or effect the other way, or a change in a side signal; inactive = no such curve, though single readings can be large or run the other way; the % refers to the polarisation; also: potency is read from the fitted curve at half-maximal effect; % of control where 0% means no effect; many of its hits are not listed in these tables
# RORgamma inh: ROR gamma (mouse) transcription inhibition | Drosophila S2 Gal4-RORgamma UAS-luciferase reporter, 20 h | 5.4% of 310,000 active | Potency, µM (titrated, usually from 53.6 µM), inactives show at the highest dose activity change, negative = inhibition, most hits filed as inhibitors; also: potency is read from the fitted curve at half-maximal effect; % is scaled to controls: 0 for no effect and ±100 for the full control effect; nearly all actives have a fitted effect of over 60% in size
# Target sequence (P51450 whole entry, looked up, the tested form may be a part): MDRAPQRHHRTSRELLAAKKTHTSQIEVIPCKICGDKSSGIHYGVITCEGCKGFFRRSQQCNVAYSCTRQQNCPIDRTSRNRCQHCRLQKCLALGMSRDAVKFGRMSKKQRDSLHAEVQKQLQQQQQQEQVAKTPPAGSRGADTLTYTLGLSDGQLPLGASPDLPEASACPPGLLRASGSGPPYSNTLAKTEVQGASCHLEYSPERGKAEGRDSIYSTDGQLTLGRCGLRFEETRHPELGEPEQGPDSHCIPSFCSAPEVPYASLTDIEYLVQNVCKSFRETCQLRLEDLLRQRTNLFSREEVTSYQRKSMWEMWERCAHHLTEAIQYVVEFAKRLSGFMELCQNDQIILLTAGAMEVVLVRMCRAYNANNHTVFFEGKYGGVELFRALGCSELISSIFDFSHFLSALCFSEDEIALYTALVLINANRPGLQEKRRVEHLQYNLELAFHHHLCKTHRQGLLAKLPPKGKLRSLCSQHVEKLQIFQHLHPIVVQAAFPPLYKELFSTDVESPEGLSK
#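 Drosophila Schneider cells stably carrying a metallothionein-driven Gal4 DBD–ROR gamma fusion and a UAS-Photinus luciferase reporter were exposed to compound for 1 hr, then induced with copper sulfate (700 uM final) for 20 hr at ambient temperature before luminescence reading.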
# PKM2 act: PKM2 (human) enzyme activation. P14618. Potency, µM (series often up to 57.5 µM), for the others: at the top dose activation, usual class: activators. 0.34% of 260,000 active. purified PKM2, Kinase-Glo ATP luminescence, activation; response scale: 0% is enzyme alone, no compound. AID 1631; also: potency is read from the fitted curve at half-maximal effect; % is scaled to controls: 0 for no effect and ±100 for the full control effect; nearly all actives have a fitted effect of over 55% in size
#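 Purified hPK-M2 (>95% pure) converted ADP (0.1 mM final) to ATP with 0.5 mM PEP in 50 mM imidazole pH7.2, KCl, MgCl2, Tween 20, BSA; 1 h at room temperature. ATP detected by Kinase-Glo luminescence.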
# FLuc counter: counter-screen for miR-21 project: firefly luciferase inhibitors or activators. purified FLuc, Km substrates, luminescence inhibition. Potency, µM (highest dose often 57.5 µM), for inactives: at the top dose activity change, negative = inhibition, actives largely listed as inhibitors. 6.9% of 360,000 active. AID 588342;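 also: potency is read from the fitted curve at half-maximal effect; plate controls were vehicle for no effect and reference inhibitor for full effect; nearly all actives have a fitted effect of over 55% in size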
# Target sequence (P08659 whole entry, looked up): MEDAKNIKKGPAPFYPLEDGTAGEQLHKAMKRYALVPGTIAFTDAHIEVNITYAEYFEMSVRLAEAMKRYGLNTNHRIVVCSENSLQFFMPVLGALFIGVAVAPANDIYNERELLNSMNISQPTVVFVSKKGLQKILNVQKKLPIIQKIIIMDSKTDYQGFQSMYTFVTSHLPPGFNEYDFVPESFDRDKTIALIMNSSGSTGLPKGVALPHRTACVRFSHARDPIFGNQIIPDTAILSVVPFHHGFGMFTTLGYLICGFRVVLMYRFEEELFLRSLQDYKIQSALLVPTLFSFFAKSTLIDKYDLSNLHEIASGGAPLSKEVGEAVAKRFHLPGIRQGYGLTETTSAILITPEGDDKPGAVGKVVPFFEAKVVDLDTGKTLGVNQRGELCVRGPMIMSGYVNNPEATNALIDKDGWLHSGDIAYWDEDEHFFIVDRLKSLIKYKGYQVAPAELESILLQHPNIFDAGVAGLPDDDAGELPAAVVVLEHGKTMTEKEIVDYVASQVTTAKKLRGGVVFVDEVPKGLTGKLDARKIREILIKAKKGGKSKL
#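 Purified P. pyralis luciferase, 10 nM final, with Km-level 10 uM D-luciferin and 10 uM ATP in 50 mM Tris acetate pH 7.5, 10 mM Mg acetate, 0.01% Tween-20, 0.05% BSA; 6-point qHTS titration about 60 µM downward; luminescence read.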
# Giardia killer: Giardia lamblia killing | Giardia lamblia trophozoite viability | AID 540267 | activity change, % at 7.66 µM, hits read low | 0.15% of 340,000 active; in the data active = activity change below about -80%; inconclusive = between about -30% and that limit;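 also: parasites exposed to compound for two days anaerobically before the ATP read; % is scaled to controls: 0 for no effect and ±100 for the full control effect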
#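 Giardia trophozoites, 100 cells per well, were exposed to compounds for 48 hrs at 37 deg C under anaerobic conditions; viability was then read as ATP content by bioluminescence after 15-30 min at room temperature.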
# ELG1 genotox: inducers of genotoxicity in HEK293T ELG1-luciferase cells. Potency, µM (top dose mostly 46 µM), without a hit: at the highest dose activity change, positive = activation, actives largely listed as activators. 1.3% of 330,000 active. HEK293T ELG1-luciferase reporter, luminescence, 16 h; also: potency is read from the fitted curve at half-maximal effect; % of control where 0% means no effect; nearly all actives have a fitted effect of over 60% in size
#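 HEK293T cells expressing luciferase-tagged ELG1 were treated with compound or DMSO for 16 hr at 37°C. Luciferase activity was then read after 30 min with ONE-Glo at room temperature; rising signal flags genetic stress.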
# p53 reactivator: mutant p53 re-activation in reporter cells; H1299 p53-A138V BP100-luciferase reporter, luminescence, 24 h; Potency, µM (titrated, usually from 92.2 µM), without a hit: at the top dose activity change, positive = activation, actives largely listed as activators; 0.063% of 320,000 active; also: potency is read from the fitted curve at half-maximal effect; % of control where 0% means no effect; nearly all actives have a fitted effect of over 45% in size
#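 p53-null H1299 cells stably carrying temperature-sensitive p53-A138V and a BP100-luciferase reporter were pinned with compounds (4-point, 1:5 series) and held 24 hrs at 37 deg C. Luminescence was read 10 min after detection reagent.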
# Rab9 promoter act: Rab9 promoter activation; 2.8% of 320,000 active; Huh7 Rab9 promoter-luciferase reporter, luminescence, 24 h; Potency, µM (doses to about 9.22 µM), inactives show top-dose activation, negative = inhibition, actives largely listed as activators; AID 485297; also: potency is read from the fitted curve at half-maximal effect; % of control where 0% means no effect; nearly all actives have a fitted effect of over 60% in size
#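 Rab9 promoter-driven luciferase in stably transfected Huh7 cells; 1500 cells/well rested 2 h, exposed to compound in DMSO for 24 h at 37 °C, 5% CO2. Luminescence read 10 min after adding luciferase reagent at ambient temperature.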
# NPC1 promoter act: activators of NPC1 promoter; 2.4% of 320,000 active; AID 485313; Potency, µM (top dose mostly 9.22 µM), for inactives: at the top dose activation, hits mostly activators; Huh7 NPC1 promoter luciferase reporter, 24 h;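 also: potency is read from the fitted curve at half-maximal effect; % of control where 0% means no effect; nearly all actives have a fitted effect of over 60% in size; reporter is driven by a mutant NPC1 promoter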
#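 Compounds in DMSO were transferred onto Huh7 NPC1-luciferase reporter cells pre-incubated 2 h; after 24 h at 37 °C, Amplite reagent was dispensed and luminescence recorded 10 min later.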
# VP16 counter: Gal4-VP16 reporter inhibition counter-screen | Drosophila S2 Gal4-VP16 UAS-luciferase, luminescence, 20 h | AID 2546 | 3.5% of 310,000 active | Potency, µM (titrated, usually from 53.6 µM), for inactives: at the highest dose activity, negative = inhibition, actives largely listed as inhibitors;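 also: Gal4-VP16 expression switched on by copper sulfate through the metallothionein promoter; potency is read from the fitted curve at half-maximal effect; % is scaled to controls: 0 for no effect and ±100 for the full control effect; nearly all actives have a fitted effect of over 50% in size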
# An asterisk follows results filed as active; ? = inconclusive; . = not tested or not shown; [ ] = remark or other dose. Unless noted, calls follow the shape of the dose curve; as a rule, active = well fitted curve in the direction sought with a large enough effect; inconclusive = small, poorly fitted or top-dose-only effect, or another doubt; inactive = no such curve, though single readings can be large; an effect the other way counts as inactive or inconclusive. Only part of the results is shown, so the mix of outcomes need not match the whole.
mol,BRCA1 expr up,Menin-MLL TR inh,RORgamma inh,PKM2 act,FLuc counter,Giardia killer,ELG1 genotox,p53 reactivator,Rab9 promoter act,NPC1 promoter act,VP16 counter
O=C(c1ccc2ccccc2c1)N1CCCC1,-3.6%,-0.7%,-9.0%,-4.2%,2.9%,14.6,8.7%,.,-4.6%,-2.1%,4.7%
CCCN(CC(=O)Nc1ccc(C(N)=O)cc1)CC(=O)Nc1cc(Cl)ccc1Cl,0.0%,?,-2.6%,-3.5%,-1.2%,-17.4,14.2%,5.6%,-6.0%,0.8%,2.0%
CCCC1(c2ccccc2)NC(=O)N(CC(=O)Nc2ccccc2C(F)(F)F)C1=O (stereo not drawn),-0.5%,-9.1%,18.9%,0.6%,3.5%,-9.5,9.7%,-2.4%,1.1%,0.9%,-5.1%
COC(=O)Cc1c(C)[nH]n(-c2cc(Cl)cc(Cl)c2)c1=O,0.0%,?,18.7%,-3.5%,?,7.1,0.1%,-9.2%,-5.6%,-8.9%,1.2%
COc1ccc(Cl)cc1NC(=O)CN(C)C(=O)CCC(=O)c1cc(C)sc1C,-18.0%,.,.,.,-2.7%,12.1,-5.5%,-9.4%,-2.6%,3.3%,.
Cc1nn(-c2ccccc2)c2sc(C(=O)OCC(=O)N3CCCCC3)cc12,-18.1%,-0.5%,-20.1%,-5.1%,-9.7%,-6.6,-1.1%,-0.5%,2.3%,0.4%,-6.7%
O=C1C(=O)N(CCN2CCOCC2)C(c2cccc(Cl)c2)/C1=C(\O)c1ccc2c(c1)OCCO2 (stereo not drawn),15.1%,11.4%,-14.3%,1.9%,-0.6%,0.9,0.4%,4.2%,-1.4%,-2.5%,13.3%
CN(Cc1ccccc1)c1ccc(C(CC(N)=O)NC(=O)Cc2cccc3ccccc23)cc1[N+](=O)[O-] (stereo not drawn),-15.1%,21.6%,6.3%,3.6%,1.3%,11.5,-0.8%,5.8%,-0.6%,-1.1%,2.4%
COc1cc(COC(=O)Oc2ccc(CNC(C)=O)cc2OC)c([N+](=O)[O-])cc1OC,8.5%,.,.,.,-3.6%,-16.5,3.6%,6.9%,-5.1%,-3.4%,.
Cc1ccc(S(=O)(=O)CCN2CCN(c3ccccc3)CC2)cc1,-10.2%,-15.6%,3.0%,-8.0%,-0.9%,33.4[activator],-1.4%,-0.8%,4.3%,8.4%,0.0%
COc1cc(CC(=O)Nc2nc(-c3ccccc3)c(C(C)=O)s2)cc(OC)c1OC,-30.7%,?,12.6%,6.3%,-0.4%,-0.9,-10.0%,-9.3%,-9.0%,-4.5%,-5.5%
CC(C)(C)c1ccc(C(=O)/C(C#N)=C/c2cccs2)cc1,32.0%,.,4.8%,11.9%,1.2µM*,3.5,1.7%,-2.7%,4.9%,0.1%,2.6%
CC1CCN(CCOc2ccc(Cl)c(Cl)c2)CC1,14.1%,-18.8%,-17.3%,5.6%,2.7%,1.6,-2.8%,-0.5%,0.8%,0.7%,15.0%
Nc1ccc2c(c1)COc1ccccc1O2,40.8%,4.8%,?,-1.0%,-14.3%,7.0,0.5%,?,?,?,-3.5%
CCc1nc(SCc2cc(Cl)ccc2OC)n[nH]1,6.4%,6.3%,-1.2%,1.5%,0.9%,-6.3,3.9%,-11.9%,-8.8%,-3.6%,18.7%
CC(C)(C)SC(=O)CC1NS(=O)(=O)OC2CCCCC12 (stereo not drawn),0.0%,4.4%,-22.3%,1.6%,5.2%,16.4,0.1%,.,0.4%,1.3%,6.0%
CCN(CC)S(=O)(=O)c1ccc(-c2nnc(SCC(=O)N3CCOCC3)o2)cc1,25.6%,-7.7%,26.3%,-1.0%,-1.4%,4.9,-0.8%,-6.6%,1.3%,-1.8%,-2.8%
Cc1cccc(C)c1NC(=O)c1sccc1SCc1cccc(C(F)(F)F)c1,-70.2%,-8.1%,?,1.7%,2.6%,-11.5,-10.1%,8.5%,-0.9%,-3.0%,-15.4%
COc1ccc(S(=O)(=O)N(CC(=O)O)Cc2ccccc2)cc1OC,6.2%,0.2%,-16.1%,2.6%,1.4%,-18.0,1.2%,8.5%,0.7%,-1.9%,-6.2%
COc1cccc2sc(NC(=O)c3ccc(S(=O)(=O)N4CCOCC4)cc3)nc12,-2.3%,?,10.5%,5.8%,2.2%[2.3 µM],-9.3,-4.3%,-3.2%,-5.0%,-1.8%,2.7%
Cc1cnc(CN(C)Cc2c(C(=O)N3CCCCCCC3)nc3ccc(Cl)cn23)[nH]1,-16.4%,-27.9%,-39.6%,-15.2%,0.3%,1.9,0.4%,3.0%,-2.4%,1.9%,-10.0%
Cn1c(SCc2cccc([N+](=O)[O-])c2)nc2ccccc2c1=O,-43.0%,.,.,.,2.0%,0.4,-1.5%,-4.2%,-9.6%,1.0%,.
COc1cc(CNc2ccc(N3CCCC3)cc2)ccc1OCc1ccccc1F,-26.2%,-11.9%,-1.0%,-16.2%,?,7.3,13.0%,22.7%,19.3%,12.6%,-11.9%
CN(C(=O)COC(=O)Cn1c(C(F)(F)F)nc2ccccc21)c1c(N)n(Cc2ccccc2)c(=O)[nH]c1=O,1.6%,.,-7.6%,-1.2%,3.4%,2.3,2.5%,-16.3%,15.6%,0.0%,-0.5%
CCCCn1c(N)c(N(CC(C)C)C(=O)CSc2nnc(-c3ccc(Cl)cc3)o2)c(=O)[nH]c1=O,10.4%,.,.,.,6.6%,4.7,5.7%,2.7%,-9.0%,-0.9%,.
Nc1ccc(C(=O)OCC(=O)NC(=O)c2ccccc2)cc1[N+](=O)[O-],16.3%,.,.,.,-0.3%,-4.9,0.2%,10.0%,-0.7%,-3.7%,.
Cc1ccc(C2C(C(=O)c3cccs3)=C(O)C(=O)N2CCN2CCOCC2)o1 (stereo not drawn),8.2%,6.5%,-16.0%,-25.2%,-11.0%,7.0,-4.6%,26.1%,-2.7%,2.7%,-25.5%
Cc1ccc(C(=O)Nc2nnc(C)s2)o1,49.8%,7.9%,32.0%,1.0%,-2.7%,-7.3,3.6%,4.1%,14.5%,13.3%,15.2%
COc1ccc(C(=O)NCc2nnc(SCC(=O)Nc3ccccc3OC)n2C)cc1,13.7%,-0.1%,-10.0%,2.5%,15.1µM*,-10.8,1.7%,-1.2%,-5.8%,-4.1%,-5.8%
CCOC(=O)c1c(S(=O)(=O)Nc2ccc(C)cn2)c(C)n(C)c1C,6.6%,.,-12.9%,.,0.7%,6.9,0.7%,0.3%,-0.6%,-0.8%,2.3%
O=c1c2sc3nc(N4CCOCC4)c4c(c3c2ncn1-c1ccccc1)CCCC4,-68.5%,-0.8%,25.8%,-8.4%,-7.3%,15.9,-16.7%,-8.6%,2.7%,-2.7%,-14.9%
CCOC(=O)CCc1c(C)nc2c(c(C)nn2-c2ccccc2)c1C,-17.6%,?,4.7%,.,-1.1%,-1.7,-6.9%,4.4%,-6.6%,-4.6%,-0.7%
Cc1ccc(-c2nnn(CCC(=O)N3CCCCC3C)n2)cc1 (stereo not drawn),70.8%,-18.9%,?,-2.4%,?,6.9,6.7%,?,11.5%,1.8%,9.8%
C=CCN(CC=C)C(=O)c1ccc(OC2CCN(Cc3ccccn3)CC2)cc1,-14.1%,-23.0%,-7.3%,-8.0%,0.3%,15.6,1.4%,-2.2%,-1.3%,-2.0%,-8.1%
CCCC(=O)C1=C(O)C(C(=O)OC)C(C)(C)CC1=NC(C)C (stereo not drawn),-31.0%,-0.4%,22.6%,-1.6%,2.2%,-4.6,4.6%,1.6%,-2.8%,-2.0%,-1.3%
Nc1nccnc1C(=O)OCC(=O)Nc1cccc(S(=O)(=O)N2CCCCC2)c1,0.5%,9.4%,22.5%,-1.2%,-0.9%,28.9,0.8%,4.9%,-4.5%,0.1%,-7.8%
O=C(O)c1cn(Cc2ccccc2)c2ccc(Cl)cc2c1=O,-5.9%,.,.,.,0.1%,-20.2,0.4%,-0.7%,-1.2%,-5.2%,.
CC(=O)N/N=C/c1cc(C(C)C)cc(/C=N/NC(C)=O)c1O,-79.7%,16.2%,-1.5%,9.0%,0.6%,2.3,-1.7%,0.3%,2.1%,-3.2%,-5.7%
COc1ccccc1OCCOCCOc1ccccc1Cl,11.9%,-2.9%,52.6%,3.6%,-4.2%,4.1,-0.5%,0.4%,0.2%,6.3%,14.1%
CC(C)COP(=O)(OCC(C)C)C(O)c1ccc2c(c1)OCO2 (stereo not drawn),6.8%,.,-4.1%,0.4%,2.9%,-6.7,-5.3%,-4.7%,-1.0%,2.7%,-5.4%
CC(Oc1ccc(Cl)cc1Cl)C(=O)NC1=NN(c2ccccc2)C(=O)C1 (stereo not drawn),-28.2%,?,?,0.0%,1.5%,-23.7,-0.1%,3.8%,1.6%,0.0%,-11.3%
